# Screens: PubChem BioAssay, National Center for Advancing Translational Sciences (NCATS)
# DRD3 agonist = agonists of human D3 dopamine receptor; max activation, %; 0.58% of 410,000 active; D3R DiscoveRx beta-arrestin cells, luminescence, 90 min; P35462; in the data active = max activation above about 30%; note: 0% is about no effect; mostly tested at two doses, the higher about 12 µM
# Target sequence (P35462 whole entry, looked up): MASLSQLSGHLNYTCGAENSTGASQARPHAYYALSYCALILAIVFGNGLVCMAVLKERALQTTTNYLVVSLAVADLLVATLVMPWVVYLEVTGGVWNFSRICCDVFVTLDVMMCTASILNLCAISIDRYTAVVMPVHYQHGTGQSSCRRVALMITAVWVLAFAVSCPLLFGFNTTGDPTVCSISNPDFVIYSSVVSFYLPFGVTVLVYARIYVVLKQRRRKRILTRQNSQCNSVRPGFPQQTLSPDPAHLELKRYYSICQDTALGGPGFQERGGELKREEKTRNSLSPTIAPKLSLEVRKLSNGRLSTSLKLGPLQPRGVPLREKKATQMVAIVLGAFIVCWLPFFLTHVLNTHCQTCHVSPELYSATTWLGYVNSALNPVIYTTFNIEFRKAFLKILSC
#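 Agonist-mode cell screen: cells plated at 1500/well and incubated overnight at 37 °C, then exposed to library compounds for 90 min at 37 °C. Detection reagent was added for 30–60 min at room temperature, and luminescence was read.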
# HT1080-NT tox = kills 2HG-producing HT-1080-NT fibrosarcoma cells | Potency, µM (series often up to 46.1 µM), inactives show at the highest dose activity, negative = less viability, actives largely listed as cytotoxic | AID 686970 | HT-1080-NT fibrosarcoma viability, CellTiter-Glo ATP luminescence, 48 h | 1.6% of 360,000 active;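 note: NT is the 2HG producing partner of a matched IDH1 knockdown line; potency is the fitted concentration of half-maximal effect; 0% = DMSO-treated cells and -100% = media-only wells without cells; nearly all actives have a fitted effect of over 55% in size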
#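 750 cells/well, RPMI + 5% FBS; 2 h settle, compound pin-transfer, 48 h at 37 degrees C. CellTiter-Glo 10 min RT, luminescence. Normalized to DMSO and media-only wells.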
# SW480 rerep = inducers of DNA re-replication in SW480 colon cancer cells. AID 624297. 1.8% of 340,000 active. SW480 DNA re-replication, Hoechst DNA content imaging, 48 h. Potency, µM (highest dose often 46.1 µM), for inactives: at the top dose re-replication activation, most hits filed as activators; note: potency is the fitted concentration of half-maximal effect; % of control where 0% means no effect; nearly all actives have a fitted effect of over 55% in size
#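 Compounds, transferred as 23 nL by pin tool, were incubated with cells for 48 hr; DNA content per nucleus was then quantified by Hoechst staining and fluorescence plate imaging.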
# IL1B secr inh = inflammasome signaling inhibition, IL-1 beta readout | THP-1 LPS/ATP IL-1B secretion, AlphaLISA, 16 h; stronger effect = lower value | activity change, % at 57.5 µM | 4.7% of 360,000 active | AID 743279; in the data active = activity change below about -50%; inconclusive = mostly about -30% to -49%; note: % is set by controls: 0 for no effect and ±100 for the full control effect
#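 Secreted IL-1B measured by AlphaLISA bead assay after 16 h compound exposure of THP-1 cells; compounds (final up to 57.5 uM) added 1 h before LPS (250 ng/mL) and ATP (1.25 mM) stimulation; lower signal means less secretion.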
# KB-3-1 cytotox = KB-3-1 parental cell cytotoxicity | Potency, µM (highest dose often 46.1 µM), for the others: at the top dose activity change, negative = cytotoxic, most hits filed as cytotoxic | 1.4% of 400,000 active | AID 1347075 | KB-3-1 viability, CellTiter-Glo ATP luminescence, 72 h; note: potency is the fitted concentration of half-maximal effect; % is set by controls: 0 for no effect and ±100 for the full control effect; nearly all actives have a fitted effect of over 60% in size
#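 KB-3-1 parental drug-naive adenocarcinoma cells in DMEM/10% FBS, incubated 72 h at 37 C with pin-transferred compounds across a concentration series. Viability by CellTiter-Glo luminescence; concentration-response curves fitted after normalization.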
# KB-V1 MDR tox = kills drug-selected multidrug resistant KB-V1 cells; KB-V1 MDR cells viability, CellTiter-Glo, 72 h; Potency, µM (titrated, usually from 46.1 µM), for inactives: top-dose activity change, negative = cytotoxicity, hits mostly cytotoxic; 3.4% of 400,000 active; AID 1347076; note: potency is the fitted concentration of half-maximal effect; % is set by controls: 0 for no effect and ±100 for the full control effect; nearly all actives have a fitted effect of over 60% in size
#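 Readout: CellTiter-Glo luminescence, 10 min after addition. Cells: KB-V1 MDR subline, 72 h at 37 degrees C with compound. Analysis: corrected, normalized data fitted to concentration-effect curves.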
# HT1080 IDH1KD tx = kills HT-1080 cells with IDH1 knockdown. HT-1080 IDH1 knockdown viability, ATP luminescence, 48 h. Potency, µM (top dose mostly 46.1 µM), without a hit: at the top dose activity, negative = toxicity, hits mostly cytotoxic. 2% of 360,000 active. AID 686971;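 note: potency is the fitted concentration of half-maximal effect; 0% = DMSO wells and -100% = cell-free medium wells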
#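 IDH1KD HT-1080 cells, 750/well, RPMI + 5% FBS; compound pinned after 2 h settling; 48 h, 37 °C; CellTiter-Glo luminescence; % activity normalised to DMSO and no-cell wells; curves fitted, classed by r2 and efficacy.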
# D3 antag = D3 dopamine receptor (human) antagonism | max response, negative = inhibition, % | AID 652054 | P35462 | D3R cells, DiscoveRx beta-arrestin luminescence, antagonist mode; stronger effect = lower value | 2.5% of 360,000 active; in the data active = max response below about -50%; inconclusive = no clear call, values can overlap the other calls; note: % is set by controls: 0 for no effect and ±100 for the full control effect; mostly tested at two doses, the higher about 12 µM
#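 Cells plated overnight at 1500 cells/well, then exposed to library compounds with dopamine controls for 90 minutes at 37 degrees C. DiscoveRx reagent added for 30–60 minutes at room temperature; luminescence read, quantitative HTS format.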
# GLP1R ag = activates the human GLP-1 receptor | P43220 | HEK293 GLP-1R CRE-luciferase, luminescence, 4-6 h; cells express a hypersensitive GLP-1R form | Potency, µM (top dose mostly 45.6 µM), for inactives: at the highest dose activation, actives largely listed as activators | 0.007% of 380,000 active | AID 624172; note: potency is the fitted concentration of half-maximal effect; % of control where 0% means no effect
# Target sequence (P43220 whole entry, looked up): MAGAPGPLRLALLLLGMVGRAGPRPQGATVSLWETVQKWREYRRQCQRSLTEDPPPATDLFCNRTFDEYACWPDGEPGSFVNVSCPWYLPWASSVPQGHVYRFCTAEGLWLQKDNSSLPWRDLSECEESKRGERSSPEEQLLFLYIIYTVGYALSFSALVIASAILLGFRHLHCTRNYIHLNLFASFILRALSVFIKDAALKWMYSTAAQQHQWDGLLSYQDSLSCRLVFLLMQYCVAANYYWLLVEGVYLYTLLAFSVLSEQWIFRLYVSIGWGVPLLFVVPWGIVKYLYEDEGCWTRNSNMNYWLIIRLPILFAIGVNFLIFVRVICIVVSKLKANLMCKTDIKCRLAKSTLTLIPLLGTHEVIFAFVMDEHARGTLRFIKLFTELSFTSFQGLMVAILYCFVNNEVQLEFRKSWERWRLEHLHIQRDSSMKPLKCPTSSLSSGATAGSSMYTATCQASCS
# An asterisk follows results filed as active; ? = inconclusive; / = not tested or not shown; [ ] = dose if it differs, or a comment. Unless noted, calls come from the whole dose curve; as a rule, active = well fitted curve in the direction sought with a large enough effect; inconclusive = small, poorly fitted or top-dose-only effect, or another doubt; inactive = no such curve, though single readings can be large; an effect the other way counts as inactive or inconclusive.
SMILES,DRD3 agonist,HT1080-NT tox,SW480 rerep,IL1B secr inh,KB-3-1 cytotox,KB-V1 MDR tox,HT1080 IDH1KD tx,D3 antag,GLP1R ag
Cc1cccc(C)c1NC(=O)c1ccc(-c2cc(F)ccc2F)o1,-21,?,/,-4,-14%,-12%,?,-57*,-5%
O=C(CNc1ccccc1)N/N=C/c1cn(-c2ccccc2)nc1-c1ccccc1,-3,20%,?,3,14%,-15%,4%,-20,-8%
C#CCOCCOCCOCCNc1nc(N2CCN(C(=O)CCCCCCCCCCNC(=O)[C@H](CO)n3cc(CCCSC)nn3)CC2)nc(N2CCN(C(=O)CCCCCCCCCCNC(=O)[C@H](CO)n3cc(CCCSC)nn3)CC2)n1,-12,0%,-4%,?,0%,25%,-10%,-20,-2%
CCN(CC1CCCO1)C(=O)CCc1nnc(CCc2ccccc2)o1 (stereo not given),5,8%,/,-12,7%,-21%,10%,31,-4%
CN1C(=O)[C@H]2[C@@H](/C=C/c3ccccc3)N3C(=O)CN(Cc4ccccn4)C(=O)[C@@]3(Cc3ccccc3)[C@H]2C1=O,-15,8%,1%,22,4%,11%,9%,13,1%
COc1ccc(C[C@H]2CN3C(=NC[C@@H]3Cc3ccccc3)N2CCNC(=O)c2ccc(C)c(Br)c2)cc1,-51,?,5%,-52*,?,?,?,-100*,-4%
NC1=C(Cl)C(=O)c2ccccc2C1=O,6,?,16µM*,-13,?,-16%,?,-19,-4%
O=C(COc1cc(Cl)c(Cl)cc1Cl)NC(=O)Nc1ccc2c(c1)OCCO2,5,9%,-4%,8,-3%,-13%,2%,?,-1%
COC(C(=O)Nc1ccc(Cl)cc1C)c1ccccc1 (stereo not given),4,9%,-700%[inhibitor],-3,0%,0%,0%,3,-1%
CCOC(=O)C(=Cc1ccc(OCc2ccc([N+](=O)[O-])cc2)c(OC)c1)C(=O)OCC,4,21µM*,4.6µM*,-101*,?,21µM*,?,2,9%
CCOC(=O)COc1nc(C)c(Br)c(OC)n1,-11,-2%,-4%,15,-6%,8%,1%[9.24 µM],-13,1%
O=C(C(=O)N1CCCC1)c1c[nH]c2ccccc12,5,17%,-7%,19,8%,7%,4%,6,0%
Cc1cc(=O)oc2c(C)c(OCC(=O)NCC3CCC(C(=O)O)CC3)ccc12 (stereo not given),2,9%,?,-16,0%,16%,5%,25,-1%
S=C1NCN(Cc2ccccc2)CN1,2,7%,1%,1,4%,22%,4%,-3,5%
Cc1cccc2sc(NC(=O)Cn3c(C)csc3=O)nc12,-6,-5%,0%,4,?,?,-4%,?,-3%
CCOC(=O)/C(=C/Nc1ccc(F)c(F)c1)[N+](=O)[O-],-4,-4%,3%,-7,-12%,-13%,-2%,-2,4%
CCOc1cc(NC(=S)NCCOC)c(OCC)cc1NC(=O)c1cccs1,4,18%,-1%,-1,0%,1%,-6%,4,19%
CC(=O)c1c(O)cc(C(C)C)n(-c2ccccc2)c1=O,2,8%,-3%,20,5%,?,9%,2,-11%
Cc1cccc(/N=C/c2c(O)[nH]c3ccccc23)n1,0,-8%,-8%,-1,-3%,10%,?,-29,1%
CSc1ccccc1NC(=S)NC1CCCC1,5,8%,?,9,-3%,-14%,-1%,5,-1%
Cc1ccc(/C=N/NC(=O)Cc2cccn2C)s1,-5,16%,?,-4,3%,-1%,6%,-7,-3%
CC(C)(C)Cc1c(-c2ccc(Cl)cc2)nc2ccc(Br)cn12,-3,?,/,39,-27%,-22%,-22%,23,-3%
CCOC(=O)CC(NC(=O)Cn1nnc(-c2ccc(Cl)cc2)n1)c1ccc(OC)cc1 (stereo not given),-6,/,/,/,20%,-8%,/,/,15%
CCOC(=O)C1=C(C)OC(N)=C(C#N)C1c1cc2cc(C)ccc2nc1N1CCCCC1 (stereo not given),0,-9%,11%,0,16%,4%,0%,-4,-5%
Cc1ccc(Cc2c(-c3ccc(Cl)cc3)nc3ccc(Cl)cn23)cc1,2,11%,/,6,15%,10%,24%,5,-6%
COC(=O)Cn1ncn2cccc2c1=O,6,3%,-6%,7,3%,2%,10%,0,-19%
COc1cccc(NC(=O)Nc2ccc3c(c2)CCC3)c1,-1,-3%,9%,-27,2%,7%,-4%,-2,15%
COCCn1c(SCC(=O)NC(=O)NC2CCCCC2)nc2ccccc2c1=O,0,-3%[9.24 µM],-26%,-5,-24%,-21%,-1%,11,10%
CCN(CC)CCC/C(=N\O)C(O)(c1ccccc1)c1ccccc1,-13,-3%,30%,-25,-6%,-12%,-4%,-19,-2%
CCCS(=O)(=O)c1c(S(=O)(=O)CCC)c2cnccn2c1C(=O)c1ccc(CC)cc1,7,-8%,-3%,-12,?,-17%,-7%,-26,-3%
COc1ccc(S(=O)(=O)N2CCCCC2c2cc(C(=O)NCc3ccc(F)cc3)no2)cc1 (stereo not given),4,3%,/,-2,0%,-24%,-13%,9,-1%
CCn1c(SCC(=O)OC(C)C)nnc1-c1ccccc1OC,3,-4%,-1%,33,-2%,-14%,2%,18,4%
Cc1nn(C)c(C(=O)NNC(=S)Nc2ccc(F)cc2)c1[N+](=O)[O-],8,?,?,0,2%,2%,?,?,-5%
COCCN1C[C@@H](CO)O[C@@H](n2cnc3c(NCCO)ncnc32)C1,1,26%,/,32,0%,1%,12%,-20,-8%
O=C(NCc1ccccc1)C1(c2cccc(F)c2)CCCC1,0,1%,?,-8,0%,-21%,-6%,-3,-1%
CN1CCN(/N=C/c2ccc(OCc3ccccc3)cc2)CC1,-15,1%,-2%,-13,-4%,0%,-5%,?,-4%
FC(F)(F)Sc1ccc(NC(=S)NCc2ccccc2)cc1,-11,-16%,-1%,-88*,?,?,-26%,7,-5%
O=C(NCCS(=O)(=O)N1CCN(c2ccccc2F)CC1)c1ccco1,-9,-7%,-6%,2,6%,-2%,-8%,-9,-18%
CC1CCCC(NC(=O)COC(=O)COc2ccccc2Cl)C1C (stereo not given),1,3%,2%,14,11%,0%,2%,-10,1%
CC(C)(C)S(=O)(=O)N1Cc2cc(=O)n(Cc3ccccc3)c(CCO)c2[C@H]1CCO,8,-1%,-4%,-6,0%,-1%,0%,-9,4%
COc1ccc(N(CC(=O)NCCSc2ccccn2)S(=O)(=O)c2ccccc2)c(OC)c1,-1,7%,0%,-12,-3%,?,8%,2,16%
CCOC(=O)C1(CCOc2ccccc2)CCN(Cc2cccc3c2OCO3)CC1,-41,21µM*,?,-84*,?,?,?,-60*,8%
COC(=O)C1Cc2ccccc2CN1S(=O)(=O)c1ccc(F)cc1 (stereo not given),-3,-1%,-3%,16,5%,-25%,11%,?,1%
COc1ccc2c(c1)C1=NN(/C(C)=C/C(C)=O)C(c3cccc(F)c3)C1CC2 (stereo not given),17,-14%,0%,25,8%,-22%,-12%,4,9%
CC1CC(C)CN(C(=O)c2cccc(S(=O)(=O)Nc3cc(C(F)(F)F)ccc3Cl)c2)C1 (stereo not given),8,?,-5%,28,4%,-11%,?,3,2%

# Looked up one by one from the entries so far (3):
SMILES,DRD3 agonist,HT1080-NT tox,SW480 rerep,IL1B secr inh,KB-3-1 cytotox,KB-V1 MDR tox,HT1080 IDH1KD tx,D3 antag,GLP1R ag
O=C(NCc1ccccc1)C1(c2cccc(F)c2)CCCC1,0,1%,?,-8,0%,-21%,-6%,-3,-1%
CCOC(=O)C1(CCOc2ccccc2)CCN(Cc2cccc3c2OCO3)CC1,-41,21µM*,?,-84*,?,?,?,-60*,8%
CCn1c(SCC(=O)OC(C)C)nnc1-c1ccccc1OC,3,-4%,-1%,33,-2%,-14%,2%,18,4%

# (further entries)
SMILES,DRD3 agonist,HT1080-NT tox,SW480 rerep,IL1B secr inh,KB-3-1 cytotox,KB-V1 MDR tox,HT1080 IDH1KD tx,D3 antag,GLP1R ag
CC(CN1CCN(C)CC1)OC(=O)c1cccc(Cl)c1 (stereo not given),-23,19%,19%,16,5%,21%,0%,-7,18%
Cc1ccc(S(=O)(=O)N(C(=O)c2ccncc2)c2ccc(OC(=O)c3ccncc3)cc2)c(C)c1,4,10%,-5%,-2,-6%,-6%,11%,13,-3%
O=C(CSc1nn(-c2ccc(F)cc2)c(=S)s1)N1CCN(C(=O)c2ccco2)CC1,-15,-48%,?,-79*,4%,?,-25%,-4,-1%
COc1ccc(NC(=O)CS(=O)c2ccc(Cl)c(Cl)c2)cc1 (stereo not given),-3,5%,-1%,-15,22%,11%,21%,3,0%
CCN(CC)CCNC(=O)c1ccc(NC(=O)c2ccc(S(=O)(=O)N(C)c3ccccc3OC)cc2)cc1,-14,-21%,14%,?,15%,-3%,-17%,7,-6%
Cc1cccc(OCC(O)CN2CCNCC2)c1 (stereo not given),13,20%,-4%,36,11%,0%,19%,14,-2%
CC1(C)CC(=O)c2sc(NS(=O)(=O)c3ccccc3)nc2C1,-2,2%,-4%,8,-1%,-6%,13%,?,0%
Cc1nn(C(=O)c2cc([N+](=O)[O-])ccc2Cl)c(C)c1Br,25,9%,-17%,3,11%,?,6%,12,-2%
O=C(COC(=O)/C=C/c1ccc(S(=O)(=O)N2CCc3ccccc32)cc1)NC1CCS(=O)(=O)C1 (stereo not given),6,0%,-18%,-4,9%,-15%,23%,1,6%
O=C(CCOc1ccccc1)Nc1nnc(-c2ccc3c(c2)OCCO3)o1,-1,-8%,0%,3,-12%,?,-15%,8,1%
CC1CCCN(C(=O)Cc2cn(Cc3cccc(Cl)c3)c3ccccc23)C1 (stereo not given),-25,?,6%,-76*,-9%,?,?,-11,-3%
CNS(=O)(=O)c1cccc(C(=O)OCC(=O)Nc2ccc(Cl)cn2)c1,-11,25%,0%,7,1%,21%,24%,-12,8%
CC(=O)Nc1cccc(/C(C)=N/NC(=O)c2ccc(O)cc2)c1,4,-1%,-5%,9,9%,?,9%,12,-4%

# This is a random part of the collection. About 12% of those tested had a hit in this group.
